FBPA coupling cs = qHTS Assay for Inhibitors of Fructose-1,6-bisphosphate Aldolase from Giardia Lamblia: Coupling assay counterscreen. coupling enzyme system counterscreen, AmpLite Red fluorescence. activity change, negative = inhibition, % at 58.2 µM, hits read low. 290,000 compounds, 0.67% hits. AID 2472, 2010; in the data active means activity change below about -30%; further: on the % scale 0 is the no-effect control and ±100 the full control effect
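Counterscreen lacking aldolase: glyceraldehyde-3-phosphate coupling-enzyme reagent preincubated 10 min at RT with compound (at 57.5 uM final), then substrate/coupling system with AmpLite Red added; fluorescence read at 525/598 nm after 20 min RT.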
hERG WT inh = qHTS for Inhibitors of KCHN2 3.1: Wildtype qHTS | Voltage-gated inwardly rectifying potassium channel KCNH2 (Homo sapiens), Q12809 | U2OS, BacMam KCNH2, thallium flux FluxOr; active compounds read low | activity change, % at 1.84 µM | 340,000 compounds, 0.37% hits;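 active means maximum activity change below -70%; inconclusive means maximum activity change between -70% and -50%; inactive means maximum activity change above -50%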; further: on the % scale 0 is the no-effect control and ±100 the full control effect
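U2OS cells were transduced with wild-type KCNH2 virus (2.03 x 10^8 / mL) for 4 h at room temperature, then cultured overnight at 37 C. Thallium flux was read with FluxOr dye. Rate constants were normalized to DMSO controls.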
USP2a block = qHTS Assay for Inhibitors of Ubiquitin-specific Protease USP2a Using CHOP2 as the Reporter. USP2 core, Ub-CHOP2 coupled fluorogenic reporter, 485/531. 330,000 compounds, 0.01% hits. Potency, µM (titrated, usually from 38.3 µM), for inactives: at the top dose activity change, negative = inhibition, hits mostly inhibitors. Ubiquitin carboxyl-terminal hydrolase 2 (Homo sapiens), O75604;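 further: potency means the concentration at half of the fitted maximal effect; plate controls were DMSO wells for no effect and full inhibition by NEM control for full effect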
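USP2 core (10nM final) preincubated 30min RT with compound in 20mM Tris-HCl pH 8.0, 2mM CaCl2, 2mM beta-mercaptoethanol, 0.05% CHAPS; 25nM Ub-CHOP2 plus 25nM reporter substrate added, fluorescence (Ex485/Em531) read after 60min.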
MLL CXXC-DNA inh = qHTS Fluorescence Polarization Assay for Inhibitors of MLL CXXC domain - DNA interaction; MLL-CXXC / FITC-HOXA9 DNA fluorescence polarization; Histone-lysine N-methyltransferase 2A (Homo sapiens), Q03164; 290,000 compounds, 0.037% hits; Potency, µM (series often up to 115 µM), for inactives: at the highest dose activity change, negative = inhibition, most hits filed as inhibitors; active means well fitted inhibition curve with a large enough effect in the polarisation, with a control signal flat, not every such curve was filed as active; inconclusive means small, poorly fitted or top-dose-only effect, or effect the other way, or a change in a side signal; inactive means no such curve, though single readings can be large or run the other way; the % refers to the polarisation; further: potency means the concentration at half of the fitted maximal effect
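Fluorescence polarization: 7 uM MLL-CXXC (stock) preincubated 5 min with compounds, then 50 nM fluorescein-HOX-A9 DNA (stock) added; 30 min ambient. Buffer 50 mM Tris-HCl pH 7.5, 50 mM NaCl, 1 mM DTT, 0.05% BSA.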
PKM2 activator = qHTS Assay for Activators of Human Muscle isoform 2 Pyruvate Kinase. Pyruvate kinase PKM (Homo sapiens), P14618. purified PKM2, Kinase-Glo ATP luminescence, activation; response scale: 0% is enzyme alone, no compound. Potency, µM (highest dose often 57.5 µM), for the others: at the top dose activation, actives largely listed as activators. 260,000 compounds, 0.34% hits; further: potency means the concentration at half of the fitted maximal effect; on the % scale 0 is the no-effect control and ±100 the full control effect; nearly all actives have a fitted effect of over 55% in size
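Purified hPK-M2 (>95%) run at intermediate activity with 0.1 mM ADP and 0.5 mM PEP in 50 mM imidazole pH 7.2, KCl, MgCl2; 1 h room temperature. ATP formed read by Kinase-Glo luminescence; normalized to uninhibited and no-enzyme controls.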
Menin MLL FP TR = qHTS Assay for Inhibitors Targeting the Menin-MLL Interaction in MLL Related Leukemias: Competition With Texas Red Labeled MLL-derived Mutant Peptide | AID 1768, 2009 | 270,000 compounds, 0.23% hits | Potency, µM (top dose mostly 61.6 µM), inactives show at the top dose FP activity change, negative = inhibition, hits mostly inhibitors | Menin + Texas Red MLL mutant peptide, fluorescence polarization | O00255; active means well fitted inhibition curve with a large enough effect in the polarisation, with a control signal flat, not every such curve was filed as active; inconclusive means small, poorly fitted or top-dose-only effect, or effect the other way, or a change in a side signal; inactive means no such curve, though single readings can be large or run the other way; the % refers to the polarisation; further: potency means the concentration at half of the fitted maximal effect; % of control where 0% means no effect; many of its hits are not listed in these tables
KCNH2 3.1 inh = qHTS for Inhibitors of KCHN2 3.1: Mutant qHTS; Potassium voltage-gated channel subfamily H member 2, brain isoform KCNH2 3.1 (human); AID 720553, 2013; U2OS KCNH2 3.1, thallium flux FluxOr; active compounds read low; 340,000 compounds, 0.95% hits; activity change, % (tested at about 1.8 µM);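 active means maximum activity change below -70%; inconclusive means maximum activity change from -70% to -50%; inactive means maximum activity change above -50%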;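 further: thallium influx rate constant from kinetic fluorescence after stimulation buffer; on the % scale 0 is the no-effect control and ±100 the full control effect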
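FluxOr-based Tl+ influx in U2OS cells transduced with KCNH2 3.1 virus; rate constants normalized to DMSO controls.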
B2AR arrestin = qHTS assay of beta-arrestin-biased ligands of beta2-adrenergic receptor | Beta-2 adrenergic receptor (Homo sapiens), P07550 | beta-arrestin recruitment to beta2AR, cell-based reporter | Potency, µM (top dose mostly 46.1 µM), for the others: at the highest dose activation, most hits filed as activators | 330,000 compounds, 0.02% hits | AID 492947, 2010;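 further: potency means the concentration at half of the fitted maximal effect; 0% = DMSO controls and full agonism = EC100 isoproterenol or metaproterenol; nearly all actives have a fitted effect of over 65% in size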
Giardia killer = Small Molecules that selectively kill Giardia lamblia: qHTS. Giardia lamblia trophozoite viability. activity change, % at 7.66 µM, hits read low. 340,000 compounds, 0.15% hits. AID 540267, 2011; in the data active means activity change below about -80%; inconclusive means between about -30% and that limit;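 further: parasites exposed to compound for two days anaerobically before the ATP read; on the % scale 0 is the no-effect control and ±100 the full control effect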
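Compounds were tested on trophozoites seeded at 100 cells/well and held 48 hrs at 37 deg C anaerobically. An ATP-based luminescent kit measured the remaining live cells.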
TRPV1 ag = HTS Assay for Compounds that Act as Agonists of the Vanilloid Receptor 1; 320,000 compounds, 0.19% hits; Transient receptor potential cation channel subfamily V member 1 (Homo sapiens), Q8NER1; activation, % at 8.33 µM; TRPV1-expressing cells, Fluo-8 calcium influx, agonist mode; in the data active means activation above about 80%; inconclusive means between about 30% and that limit; further: 0% is about no effect
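Fluo-8 calcium influx in TRPV1-expressing cells, kinetic read (ex 480/em 520 nm). Compound added and read 3 min for agonist activity, followed by capsaicin at EC20 final and 2 min further read for enhancement.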
GALK inhibitor = qHTS Assay for Inhibitors of Human Galactokinase (GALK) | P51570 | Purified GALK, Kinase-Glo residual ATP luminescence | Potency, µM (titrated, usually from 57.5 µM), for the others: at the highest dose activity change, negative = inhibition, actives largely listed as inhibitors | 270,000 compounds, 0.007% hits; further: potency means the concentration at half of the fitted maximal effect; on the % scale 0 is the no-effect control and ±100 the full control effect
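Luminescence from leftover ATP (Ultra-Glo luciferase/luciferin) served as read-out after a 1 h room-temperature reaction of 5 nM GALK with 35 uM ATP and 100 uM galactose.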
* = called active by the depositor; ? = inconclusive; . = not tested or not shown; [ ] = remark or other dose. Unless noted, the call rests on the fitted dose curve; in most records, active means well fitted curve in the direction sought with a large enough effect; inconclusive means small, poorly fitted or top-dose-only effect, or another doubt; inactive means no such curve, though single readings can be large; an effect the other way counts as inactive or inconclusive.

Results follow in this order: FBPA coupling cs	hERG WT inh	USP2a block	MLL CXXC-DNA inh	PKM2 activator	Menin MLL FP TR	KCNH2 3.1 inh	B2AR arrestin	Giardia killer	TRPV1 ag	GALK inhibitor
1) Cc1ccc(CN2CCN(Cc3cccn3-c3ccccn3)CC2CCO)o1 (stereo unspecified)
→ 2	17	0%	-6%	2%	13%	-31	0.9%	-28	5	2%
2) Cc1cccc(N2CCN(C(=O)c3ccncc3)CC2)c1C
→ 5	2	-1%	-4%	3%	-16%	-5	0.1%	-8	?	1%
3) CNC(=O)CN(c1ccc2c(c1)OCCO2)S(C)(=O)=O
→ 3	-13	1%	7%	-4%	1%	4	-0.1%	23	-4	-5%
4) COc1ccc(OC)c(C2CC(=O)N3CN(c4cccc(Cl)c4)CSC3=C2C#N)c1 (stereo unspecified)
→ -6	-6	-1%	-1%	-18%	1%[11.7 µM]	5	-0.8%	4	.	1%
5) O=C(NCc1ccco1)C1CCCN(S(=O)(=O)c2ccc(-n3cnnn3)cc2)C1 (stereo unspecified)
→ 1	1	0%	-10%	2%	-25%	9	0.4%	7	-3	3%
6) COc1ccc(NC(=O)CN(C)C(=O)c2cc3c(cc2Cl)N2CCCCCC2=NS3(=O)=O)cc1
→ .	-2	1%	.	.	.	15	0.1%	12	2	.
7) CCOC(=O)c1ccc(C(=O)NNC(=O)C2C3C=CC(C3)C2C(=O)O)cc1 (stereo unspecified)
→ .	1	0%	-1%	.	.	0	-0.5%	-12	1	-3%
8) COc1ccccc1C(=O)NC(CCSC)C(=O)OCC(=O)N1CCCC1=O (stereo unspecified)
→ .	15	-1%	.	.	.	4	-1.1%	-1	-4	.
9) CCC(=O)Nc1ccc(S(=O)(=O)Nc2nccs2)cc1
→ 6	4	0%	0%	-1%[11.5 µM]	-10%	36	-0.4%	15	-1	-2%
10) Cc1ccc2c(C)c(C(=O)N3CCC(O)(c4ccccc4)CC3)oc2c1C
→ -3	12	2%	-4%	14%	0%	-7	0.3%	2	23	-5%
11) CCC(=O)N1CCc2cc(S(=O)(=O)CCC(=O)N3CCCC(C)C3)ccc21 (stereo unspecified)
→ .	7	0%	8%	.	.	-8	0.2%	3	2	-5%
12) Cc1cc(S(=O)(=O)N2CCOCC2)ccc1OCC(=O)Nc1ccc(F)c(Cl)c1
→ 0	11	3%	2%	.	-13%	-14	0.6%	2	6	-1%
13) C/C(=N/NS(=O)(=O)c1ccc(C)cc1C)c1c[nH]c2ccccc12
→ -4	5	1%	-5%	10%	?	-6	0.5%	-2	4	-6%
14) CCN(CC)C(=O)c1ncn(C)c1C(=O)N(CC)CC
→ .	1	4%	.	.	.	13	-3.0%	-2	.	.
15) O=C1c2cccnc2C(O)N1Cc1ccccc1 (stereo unspecified)
→ -1	-5	0%	23%	-1%	6%	-11	0.5%	21	6	2%
16) N#Cc1nc(COc2ccccc2)oc1NCCCn1ccnc1
→ 0	1	-7%	3%	7%	-6%	-8	0.3%	3	10	1%
17) Cc1ccc(S(=O)(=O)N2CCCOC2CNC(=O)C(=O)NCc2cccs2)cc1 (stereo unspecified)
→ 6	1	0%	-5%	7%	5%	0	0.1%	-6	0	2%
18) COc1cc(OC)c(OC)cc1CN1CCCC(C(=O)N2CCCC2)C1 (stereo unspecified)
→ -2	6	-1%	-2%	.	-8%	-5	0.0%	6	-1	-1%
19) Cc1cc(C(=O)Nc2cccc([N+](=O)[O-])c2)c(C)o1
→ -2	-18	2%	-1%	2%	16%	4	-1.6%	-11	23	2%
20) COC(=O)C1=C(C)Nc2ncnn2C1c1ccc(C)o1 (stereo unspecified)
→ 3	1	1%	-2%	3%	1%	4	0.3%	?	-3	0%
21) COc1ccc(S(=O)(=O)N(C)C)cc1NC(=O)Cc1ccc(S(=O)(=O)N2CCOCC2)s1
→ .	19	2%	.	.	.	4	0.5%	11	-1	.
22) O=C(Nc1cccc(S(=O)(=O)N2CCOCC2)c1)c1ccc2ccccc2n1
→ -4	-4	3%	-9%	-4%	.	0	0.2%	-14	?	0%
23) Brc1ccc(-c2nn3c(-c4ccccn4)nnc3s2)o1
→ -3	2	-1%	12%	0%	-9%	?	-0.1%	-8	?	1%
24) CCCN1C(=O)c2cc(C(=O)NC3CCCC3)ccc2C1O (stereo unspecified)
→ -2	-2	2%	-7%	-8%	7%	8	-0.3%	-16	2	3%
25) CCOC(=O)c1c(C)[nH]c(C)c1C(=O)CN1C(=O)NC2(CCCCCC2)C1=O
→ .	-4	-2%	.	.	.	4	2.0%	-1	-2	.
26) Cc1cc(=O)[nH]c(Nc2cccc(C(F)(F)F)c2)n1
→ -1	-6	2%	-9%	-11%	10%	-2	-0.6%	4	-2	1%
27) CC(C)C(=O)NC(=O)[C@@H]1CCCN1C(=O)/C=C/c1ccccc1
→ 0	-6	3%	2%	-1%	0%	8	0.3%	10	-2	.
28) COCCn1c(=O)[nH]c2cc(C(=O)N3CCN(c4cccc(C)c4C)CC3)ccc2c1=O
→ 1	-4	1%	42%[activator]	?	-9%	11	-0.3%	-12	-1	-1%
29) CN(C)S(=O)(=O)N1CCN(CC(O)COc2ccc(-c3ccccc3)cc2)CC1 (stereo unspecified)
→ 3	4	-1%	6%	-1%	-7%	?	0.1%	20	-3	2%
30) COc1ccc(Cn2c(=S)[nH]c3cc(C(=O)NCCCN4CCOCC4)ccc3c2=O)cc1
→ 2	6	-1%	-12%	0%	14%	9	-0.2%	8	4	2%
31) CCOc1ccc(NC(=O)CN(C)C(=O)c2ccc(OCc3ccccc3)c(OC)c2)cc1OCC
→ .	6	-5%	.	.	.	-14	-0.3%	7	3	.
32) CC(NC(=O)c1ccco1)C1CCCO1 (stereo unspecified)
→ 4	-21	2%	-10%	0%	8%	12	-0.7%	15	3	3%
33) Cc1c(C(c2ccc(O)cc2)c2c(C)n(C)n(-c3ccccc3)c2=O)c(=O)n(-c2ccccc2)n1C
→ 1	6	-2%	1%	-7%	2%	20	0.0%	25	-3	8%
34) CC(C)COP(=O)(c1ccc(N(C)C)cc1)C(Nc1ccccc1)c1ccccc1 (stereo unspecified)
→ -1	-2	-1%	-3%	0%	-27%	-18	-0.3%	-21	20	0%
35) CC(=O)N1CCN(C(=O)c2ccc3c(c2)OCCO3)CC1
→ 0	-4	1%	3%	0%	9%	4	0.2%	6	2	-6%
36) O=C(C1=C[C@H](c2coc3ccccc3c2=O)C[C@H](OCc2ccc(CO)cc2)O1)N1CCN(Cc2ccccc2)CC1
→ 1	2	2%	-7%	-3%	-20%	-33	-0.7%	-5	29	3%
37) Cc1ccccc1NC(=O)Cn1cnc2c(oc3nc4c(cc32)COC(C)(C)C4)c1=O
→ 1	8	4%	2%	-3%	10%	26	-0.1%	16	-3	0%
38) O=C(COc1ccc(Cl)cc1)NNC(=O)c1cccnc1
→ 5	-2	11%	-8%	-29%	8%	2	-0.4%	-21	-3	-1%
39) NS(=O)(=O)c1ccc(CCNC(=O)c2cc3ccccc3oc2=O)cc1
→ 0	10	-1%	-8%	-8%	-27%	-12	0.4%	-4	2	0%

Compound activity (PubChem)

Only part of the results is shown, so the mix of outcomes need not match the whole.
